SKN-1 block: blocks SKN-1 activity in C. elegans; 0.49% of 360,000 active; inhibition, % at 21.8 µM; C. elegans VP596 Pgst-4::GFP/RFP ratio, acrylamide-induced, 24 h;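 active = interference check ratio from 0.5 to 1.5 plus GFP to RFP signal ratio inhibition reaching or exceeding a fixed threshold, cut at about 30% in these data, passing the limit was not always enough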; also: some compounds called inactive have numbers as strong as hits
Neddyl block: blocks human cullin neddylation. 0.58% of 360,000 active. TR-FRET cullin neddylation, biochemical. calls only at 25 µM; in the data active = inhibition above about 36%
TbMetRS inhib: Trypanosoma brucei MetRS inhibition; 0.4% of 360,000 active; inhibition, % at 11.9 µM; purified T. brucei MetRS, ATP depletion, Kinase-Glo luminescence; AID 624268;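 active = inhibition above a per-plate cutoff of the control wells' mean inhibition plus 3 SD, cut at about 5.5% in these data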;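 also: 0% = DMSO wells median and 100% = median of wells with control inhibitor compound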
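Measured by: Kinase-Glo luciferase luminescence reporting remaining unconsumed ATP. Material: purified T. brucei MetRS enzyme. Doses: 11.9 µM compound single dose, 0.9% DMSO. Medium: HEPES buffer containing pyrophosphatase, BSA, spermine, DTT. Times: 15 min preincubation, 2 h reaction, all 25 °C. Reagent: methionine, ATP and bulk E. coli tRNA.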
NadD block: inhibitors of Staphylococcus aureus NadD. inhibition, % at 20 µM. purified NadD enzyme, colorimetric absorbance read-out. 0.78% of 360,000 active; in the data active = inhibition above about 26%; also: some compounds past the cut are filed as inactive
LMPTP inh: LMPTP (human) inhibition; inhibition, % at 20 µM; 0.22% of 360,000 active; P24666; AID 651560; recombinant LMPTP-A, OMFP fluorogenic substrate, fluorescence intensity;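 active = compounds that cut the enzyme signal by at least half of the control window in the single-dose screen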;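 also: plate controls were DMSO wells with enzyme plus substrate for no effect and substrate without enzyme for full effect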
Target sequence (P24666 whole entry, looked up): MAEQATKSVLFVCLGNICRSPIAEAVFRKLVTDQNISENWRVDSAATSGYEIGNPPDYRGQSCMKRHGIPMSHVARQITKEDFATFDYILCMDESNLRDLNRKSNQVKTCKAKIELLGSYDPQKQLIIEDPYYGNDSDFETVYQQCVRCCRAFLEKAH
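Material: LMPTP-A; amount: 0.625 nM enzyme; doses: single 20 µM dose; times: reaction 50 min, room temperature, dark; technique: fluorescence intensity of OMFP turnover product; benchmarks: no-enzyme and uninhibited controls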
DNMT1 inh: blocks human DNA methyltransferase DNMT1; P26358; DNMT1 molecular beacon, Hinp1I cleavage, fluorescence; 0.83% of 360,000 active; inhibition (reported as % activation of signal), % at 10 µM; in the data active = inhibition above about 50%
STEP inh: STEP (human) phosphatase inhibition. P54829. recombinant STEP, OMFP fluorogenic substrate, fluorescence. inhibition, % at 20 µM. 0.25% of 360,000 active. AID 588621;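 active = inhibition at 20 µM, scaled per plate between control wells, above about 37%, limit read from the data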;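 also: 0% = DMSO with enzyme and substrate and 100% = substrate only without enzyme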
Target sequence (P54829 whole entry, looked up): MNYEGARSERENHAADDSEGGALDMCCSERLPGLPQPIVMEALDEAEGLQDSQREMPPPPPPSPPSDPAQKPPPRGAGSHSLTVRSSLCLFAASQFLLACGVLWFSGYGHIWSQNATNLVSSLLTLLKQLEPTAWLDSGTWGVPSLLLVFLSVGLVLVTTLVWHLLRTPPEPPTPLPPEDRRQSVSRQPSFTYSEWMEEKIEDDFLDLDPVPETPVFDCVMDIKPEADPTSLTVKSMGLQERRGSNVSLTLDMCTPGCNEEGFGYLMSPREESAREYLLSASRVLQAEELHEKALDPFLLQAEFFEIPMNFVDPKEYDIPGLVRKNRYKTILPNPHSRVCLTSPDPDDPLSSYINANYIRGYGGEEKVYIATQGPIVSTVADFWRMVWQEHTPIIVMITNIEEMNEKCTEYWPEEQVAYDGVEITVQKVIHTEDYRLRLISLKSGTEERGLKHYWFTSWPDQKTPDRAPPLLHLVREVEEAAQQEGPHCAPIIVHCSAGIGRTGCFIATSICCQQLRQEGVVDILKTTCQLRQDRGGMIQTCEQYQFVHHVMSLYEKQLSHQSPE
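Material: STEP (striatal-enriched tyrosine phosphatase) enzyme, cell-free | Medium: 50 mM Bis-Tris pH 6.0 with 2.5 mM DTT and 0.005% Tween 20 | Read-out: Percent inhibition scaled to no-enzyme and uninhibited-enzyme controls, plate-pattern corrected | Signal: Fluorescence read at 480 nm ex / 540 nm em | Times: 20 min reaction, room temperature, in the dark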
CendR NRP1 mod: alters CendR peptide binding to human NRP-1 | O14786 | FAM-RPARPAR peptide binding to NRP-1, fluorescence polarization | inhibition, % at 25 µM | 0.85% of 360,000 active | AID 602438;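 active = inhibition or corrected inhibition above about 18%, plus a signal ratio from 0.5 to 1.5, limit read from the data, passing the limit was not always enough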; also: strong numbers were not always called active
Scp-1 inhibitor: inhibitors of human Scp-1 phosphatase; inhibition, % at 20 µM; Q9GZU7; 0.88% of 340,000 active; Recombinant Scp1, phosphopeptide, malachite green phosphate absorbance;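 active = inhibition above about 50% at 20 µM, limit read from the data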;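 also: plate controls were DMSO wells with enzyme for no effect and wells lacking enzyme for full effect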
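Test system: SCP-1 phosphatase catalytic domain, residues 76-261 | Compound dosing: One concentration, 20 µM, with 1.0% DMSO | Schedule: 45 min room-temperature reaction, 5 min colour, 30 min stabiliser | Detection: Absorbance at 630 nm | Read-out basis: % inhibition of SCP-1 phosphate liberation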
SUMO1 PPI mod: modulators of human SUMO1-mediated protein-protein interactions | SUMO1 binding to a labelled peptide, TR-FRET, 1 h | inhibition, % at 20 µM | 0.33% of 360,000 active | AID 602429; in the data active = inhibition above about 37%
Target sequence (P63165 whole entry, looked up): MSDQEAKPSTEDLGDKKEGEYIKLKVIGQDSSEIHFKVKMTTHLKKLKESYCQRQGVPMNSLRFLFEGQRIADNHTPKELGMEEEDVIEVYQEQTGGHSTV
* = called active by the depositor; i = inactive; . = no result given.

molecule	LMPTP inh	SUMO1 PPI mod	CendR NRP1 mod	NadD block	TbMetRS inhib	DNMT1 inh	SKN-1 block	Scp-1 inhibitor	STEP inh	Neddyl block
O=C(O)c1ccc(N2CCN(Cc3ccc4c(c3)OCO4)CC2)c([N+](=O)[O-])c1	-0.2	-17.5	12.2	-0.7	7.0*	-1.6	-5.3	-6.0	-2.3	i
COc1ccccc1-n1c(SCC(=O)NCC2CCCO2)nc2c([nH]c3ccccc32)c1=O (stereo unspecified)	0.3	0.9	-8.1	-1.4	-0.6	0.8	-10.8	-2.2	1.4	i
Cc1ccccc1CN1CCN(Cc2cc(=O)c3ccccc3[nH]2)CC1CCO (stereo unspecified)	3.5	4.1	-10.9	5.5	0.3	4.0	18.4	15.8	27.2	i
CCOc1ccc(OCC(=O)OCC(=O)Nc2ccccc2C#N)cc1	-1.7	2.2	2.4	-3.0	-0.2	0.7	1.0	-6.1	-0.2	i
C=CCN(CC=C)Cc1cc(=O)oc2cc(C)cc(C)c12	2.5	-0.2	4.7	1.6	0.1	5.0	18.0	.	2.6	i
C=CCc1cccc(CNc2nc3ccccc3n2CC)c1O	3.0	-1.9	5.6	-0.2	39.8*	-11.3	15.4	0.0	-0.4	i
Cc1ccnc(N/C=C(/NC(=O)c2ccccc2)C(=O)NN)n1	-1.8	4.3	0.5	-3.9	0.0	-1.3	-0.3	-4.5	-1.3	i
CN(C(=O)COC(=O)c1cncc(Br)c1)C1CCCCC1	0.2	-7.6	5.1	2.0	-0.4	1.6	-9.9	4.6	0.0	i
CCOC(=O)N1CCC(NC(=O)CC2C(=O)NCCN2Cc2ccccc2F)CC1 (stereo unspecified)	-2.0	6.4	-3.0	-0.8	0.0	-2.1	-8.1	9.9	-2.9	i
CN1CCN(c2ccc3c(c2)OC[C@@H](Cc2ccccc2)NS3(=O)=O)CC1	-2.1	-2.4	7.4	-6.4	-0.7	.	5.3	.	.	i
Cc1cc(=O)[nH]c(SCc2csc(-c3ccccc3)n2)n1	-0.7	-8.1	-8.4	-4.7	-0.4	3.6	10.9	-5.1	-1.7	i
CC(C)c1ccccc1OCC(=O)NC1CCCc2ccccc21 (stereo unspecified)	1.2	2.0	-2.6	0.2	-1.6	2.4	3.8	-0.9	2.0	i
CC(=O)c1cc(C)ccc1OC(=O)CN1C(=O)c2ccccc2C1=O	-1.3	-7.7	-10.8	-3.5	-0.9	1.6	-2.5	0.8	1.2	i
CCS(=O)(=O)N1CCC(C(=O)NC2CCCCC2)CC1	1.5	1.3	5.3	-2.5	-0.7	0.9	2.4	-2.5	-0.7	i
CCCCC(CCC(=O)O)(C(=O)OCC)c1csc(Nc2ccc(OCC)cc2)n1 (stereo unspecified)	1.6	5.7	-2.8	-2.0	-0.1	-4.9	-1.9	-2.7	0.4	i
CC1(C)C(C=C(Cl)Cl)C1C(=O)N(Cc1cccc(Cl)c1)C1CCS(=O)(=O)C1 (stereo unspecified)	0.6	7.6	5.3	-2.9	-0.2	-2.3	10.4	-8.7	1.2	i
Cc1cccc(N2CCN(C(=O)Cn3ccc4ccccc4c3=O)CC2)c1C	-0.3	-0.1	4.0	0.7	-0.3	-2.4	5.3	-3.3	4.7	i
NC(=O)NC(=O)CSc1nc(C2CCCCC2)n(-c2ccccc2)n1	-0.3	1.3	-2.4	-3.5	-0.6	-2.2	5.3	-7.8	1.2	i
Nc1c([N+](=O)[O-])c(=O)oc2ccccc12	-0.3	-17.7	6.7	0.5	-0.3	0.8	0.2	-1.4	-1.1	i
Cc1cccc(NC(=S)NC(C)(C)CC(C)(C)C)c1	0.3	0.2	2.9	-0.8	-1.2	0.3	-1.0	0.7	3.4	i
COc1cccc(NC(=O)N2CCCC2C(=O)Nc2ccc3c(c2)OCO3)c1 (stereo unspecified)	0.0	3.9	7.5	-1.0	0.5	1.4	1.1	-2.2	6.1	i
CCc1nnc(NC(=O)CSc2nc(-c3ccccc3)nc3ccccc23)s1	-0.8	-1.9	7.6	9.6	0.3	24.9	0.0	-2.7	1.5	i
Cc1cc(Br)ccc1NC(=O)CSc1nnc(CN2CCOCC2)n1C	-1.6	5.5	8.0	-4.1	-0.6	-1.4	7.2	-3.6	-2.0	i
C/C(=C\C(=O)c1ccc(Br)cc1)NNC(=O)c1ccccc1	-0.5	-2.9	12.2	-2.3	-0.2	-3.3	16.3	-8.9	1.6	i
Cc1ccccc1N(C(=O)CNC(=O)c1ccco1)C(C(=O)NC1CCCCC1)c1cccnc1 (stereo unspecified)	-0.7	10.6	4.4	-0.9	-0.4	0.9	2.9	-5.2	1.2	i
O=C(Nc1ccccc1C(=O)Nc1ccccc1C(=O)NCc1ccco1)c1ccco1	0.8	8.6	6.1	9.2	-0.3	0.6	7.2	-9.8	-2.4	i
Cc1cc(NC(=O)c2cc(-c3cccnc3)nc3c(C)c(C)ccc23)no1	0.4	-6.8	7.1	7.7	-1.1	-2.1	8.7	-5.9	1.0	.
CCCCc1ccc(NC(=O)CC(C)(C)C)cc1	1.6	0.4	0.3	-15.4	-1.1	9.1	16.9	-6.3	3.2	i
COc1cc(/C=C2\SC(=O)N(c3ccc(Cl)cc3)C2=O)cc([N+](=O)[O-])c1O	84.2*	105.5*	6.2	59.6*	-0.5	86.1*	10.6	54.9*	97.0*	i
CCOC(=O)/C(=N/Nc1ccccc1)N1CCCc2ccccc21	1.1	-1.9	3.2	-8.9	-0.3	-0.1	-0.1	5.5	1.6	i

Single entries from the list.
SUMO1 PPI mod with COc1cccc(NC(=O)N2CCCC2C(=O)Nc2ccc3c(c2)OCO3)c1 (stereo unspecified) = 3.9
Scp-1 inhibitor with Cc1cc(NC(=O)c2cc(-c3cccnc3)nc3c(C)c(C)ccc23)no1 = -5.9
CendR NRP1 mod with Cc1ccccc1CN1CCN(Cc2cc(=O)c3ccccc3[nH]2)CC1CCO (stereo unspecified) = -10.9

Remaining list, next part:
molecule	LMPTP inh	SUMO1 PPI mod	CendR NRP1 mod	NadD block	TbMetRS inhib	DNMT1 inh	SKN-1 block	Scp-1 inhibitor	STEP inh	Neddyl block
CC(C)(C)n1ncc2c(=O)n(Cc3ccc(Cl)c(Cl)c3)cnc21	-0.3	-1.4	-3.7	-3.7	0.2	-0.4	11.7	-10.6	-0.9	i
COc1ccccc1/C=C/C(=O)OCC(=O)NC1CCCCCC1	0.4	-2.1	-11.4	-5.0	-0.3	-4.3	3.8	-7.7	0.5	i
C/C(=N\NC(=O)c1c(C)nc2ccccn12)c1cccc([N+](=O)[O-])c1	-1.9	-5.8	11.1	-1.4	-0.9	0.9	11.6	-4.2	0.0	i
O=C(CSc1ccc2ccccc2n1)N1CCC(c2noc3ccc(F)cc23)CC1	8.2	-4.7	-0.2	6.1	0.2	-12.0	3.3	4.4	7.4	i
O=C(Nc1ccc2nsnc2c1)N1CCCCCC1	0.5	-26.3	-3.9	1.7	-0.1	-7.5	11.5	-12.1	-1.6	i
COc1ccc(/C=N/OC/C(O)=C(\C#N)c2nc3ccccc3[nH]2)cc1	-1.2	0.5	-24.8	20.9	0.6	13.8	-7.4	-5.2	0.3	i
CCC(=O)NCc1cc(-c2nn(C)c(=O)c3ccccc23)ccc1OC	0.3	-3.7	11.8	2.1	0.5	0.4	12.4	3.2	0.7	i
Cn1c(=O)c2c(nc(Br)n2Cc2nnc(N)s2)n(C)c1=O	1.0	2.7	-12.0	-5.7	-0.2	1.6	6.3	-5.2	-0.5	i
CCn1c2ccccc2c2cc(NC(=O)c3cc(OC)cc(OC)c3)ccc21	4.7	-0.5	7.7	2.1	-1.0	-17.1	13.1	-14.2	3.4	i
Cc1ccc2nc(SCC(=O)Nc3ccc4sc(C)nc4c3)c(C#N)cc2c1	-3.5	-14.4	-0.4	12.7	-0.7	26.1	-4.0	-13.1	0.1	i
COc1ccc(C2SCC(=O)N2CCc2ccc(OC)c(OC)c2)cc1 (stereo unspecified)	-1.7	1.2	9.0	-0.6	0.0	-5.1	1.3	5.3	-1.8	i
Cn1c(-c2csc(-c3cccc(C(F)(F)F)c3)n2)n[nH]c1=S	-1.5	3.5	-0.9	-7.6	-1.0	0.9	2.6	-2.9	-0.7	i
CCc1c(C)nc2ncnn2c1NCc1cccs1	-0.7	0.8	-3.4	-2.3	0.2	-0.6	-1.5	-2.7	1.2	i
CC(=O)Nc1cccc(-c2nc3ccccc3n2C(C)C(=O)NC(C)(C)C)c1 (stereo unspecified)	0.8	-3.6	3.9	.	-0.2	.	-0.8	.	.	i
Cc1c(NS(=O)(=O)c2cc(Br)cc3c2N(C(=O)C2CC2)CC3)c(=O)n(-c2ccccc2)n1C	-0.9	4.9	13.4	9.8	0.1	3.3	1.3	0.9	1.8	i
COc1cccc(Nc2nc(NCC3CCCO3)c3ccccc3n2)c1 (stereo unspecified)	10.9	10.6	-3.1	2.3	1.1	-4.2	37.1*	-7.3	4.8	.
COc1ccc(N2CCN(C(=O)CN(Cc3ccc(Cl)cc3)S(C)(=O)=O)CC2)cc1	-0.7	-1.1	-1.7	-3.9	-0.5	0.2	-9.8	0.0	0.5	i
CC1=CC(c2ccccc2)n2nc(N3C(=O)c4ccccc4C3=O)nc2N1 (stereo unspecified)	0.9	-5.5	-21.2	9.0	0.4	1.2	8.7	-10.3	-8.2	i

Compounds were not picked by outcome. Share with any hit: about 4.6%.
